Mtb FBA inh: Mtb fructose-bisphosphate aldolase inhibition; AID 588726; P9WQA3; 2.3% of 360,000 active; purified M. tuberculosis FBA, fluorescence read-out; inhibition, % at 1 µM; in the data active = inhibition above about 27%;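 note: 0% = vehicle and 100% = reference inhibitor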
Target sequence (P9WQA3 whole entry, looked up): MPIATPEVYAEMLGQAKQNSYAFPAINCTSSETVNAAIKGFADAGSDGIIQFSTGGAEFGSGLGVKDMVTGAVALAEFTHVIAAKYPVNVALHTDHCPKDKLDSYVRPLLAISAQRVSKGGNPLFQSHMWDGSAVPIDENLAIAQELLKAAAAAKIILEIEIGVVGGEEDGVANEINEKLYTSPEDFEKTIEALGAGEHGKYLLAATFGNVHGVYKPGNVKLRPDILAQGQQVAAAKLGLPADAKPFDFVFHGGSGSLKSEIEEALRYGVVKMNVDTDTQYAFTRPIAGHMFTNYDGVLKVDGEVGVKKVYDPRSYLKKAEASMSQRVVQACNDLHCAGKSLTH
MazF activator: MazEF (E. coli) toxin RNase activation | AID 504720 | 0.32% of 350,000 active | activation, % at 20 µM | FAM/BHQ RNA-DNA oligo cleavage fluorescence, 5 h; in the data active = activation above about 50%
Target sequence (P0AE70 whole entry, looked up): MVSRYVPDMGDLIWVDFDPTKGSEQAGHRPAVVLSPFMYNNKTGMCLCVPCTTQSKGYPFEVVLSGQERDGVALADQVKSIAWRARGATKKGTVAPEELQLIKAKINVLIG
SSB-PriA inh: blocks PriA binding to SSB C-terminal tail. AlphaScreen SSBct-PriA binding, biotinylated peptide. inhibition, % at 33 µM. 0.6% of 430,000 active; in the data active = inhibition mostly above about 37%, no sharp cut-off; inactive = mostly below about 20%;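 note: plate controls were negative control peptide for no effect and reference peptide for full effect; strong numbers were not always called active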
UGM FP inh: Mtb UDP-galactopyranose mutase inhibition. 0.06% of 320,000 active. purified UGM, fluorescence polarization probe displacement. inhibition, % at 10 µM. AID 504406; in the data active = inhibition above about 10%, passing the limit was not always enough; inconclusive = no clear call, values can overlap the other calls
SARS 3CLpro inh: SARS-CoV 3CLpro protease inhibition. P0C6X7. recombinant SARS-CoV 3CLpro, quenched FRET peptide cleavage. inhibition, % at 6 µM. 0.14% of 290,000 active. AID 1706; in the data active = inhibition above about 12%
DUSP3 inh: inhibitors of human VHR1 phosphatase (DUSP3) | P51452 | recombinant VHR phosphatase, pNPP absorbance | inhibition, % at 13.3 µM | 0.52% of 290,000 active | AID 1654; in the data active = inhibition above about 50%; note: some compounds called inactive have numbers as strong as hits
Target sequence (P51452 whole entry, looked up): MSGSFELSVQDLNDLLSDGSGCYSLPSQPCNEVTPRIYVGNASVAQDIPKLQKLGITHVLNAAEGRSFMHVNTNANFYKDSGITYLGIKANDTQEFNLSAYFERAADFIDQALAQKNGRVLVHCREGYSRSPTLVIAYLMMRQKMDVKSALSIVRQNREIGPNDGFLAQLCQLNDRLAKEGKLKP
GDH-TPI inh: GDH-TPI coupled enzyme inhibition counter-screen. GDH-TPI coupled enzyme counterscreen, NADH absorbance. inhibition, % at 4.8 µM. 1.2% of 360,000 active. AID 588335; in the data active = inhibition above about 30%;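 note: 0% = DMSO wells and 100% = wells lacking the enzyme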
Vc quorum ag: quorum light induction in luxS cqsA deficient V. cholerae; V. cholerae BH1578 lux reporter, luminescence, 6 h; activation, % at 18.7 µM; 0.16% of 350,000 active; in the data active = activation mostly above about 9.7%, no sharp cut-off; inconclusive = no clear call, values can overlap the other calls; inactive = mostly below about 3.7%; note: not every result past the cut was called active; inactives centre near 0; reference of the scale not given here
Rv3671c inh: inhibits the M. tuberculosis serine protease Rv3671c; inhibition, % at 5.96 µM; 0.048% of 320,000 active; AID 2606; in the data active = inhibition above about 38%;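 note: extracellular domain of Rv3671c used as enzyme; 0% = enzyme with DMSO and 100% = no enzyme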
BioA inh: BioA (M. tuberculosis) enzyme inhibition. AID 602481. inhibition, % at 9.99 µM. 0.096% of 360,000 active. purified M. tuberculosis BioA enzyme, plate reader; in the data active = inhibition above about 40%; inconclusive = no clear call, values can overlap the other calls
* = called active by the depositor; i = inactive; ? = inconclusive; / = not tested or not shown; & = joins results of further samples. Only part of the results is shown; rates above refer to the full screens.

SMILES | Mtb FBA inh | MazF activator | SSB-PriA inh | UGM FP inh | SARS 3CLpro inh | DUSP3 inh | GDH-TPI inh | Vc quorum ag | Rv3671c inh | BioA inh
CC(C)=NNC(=O)CN1C(=O)NC2NC(=O)NC21 (centres undefined) | -2.1 | 2.5 | 0.7 | / | 3.0 | 20.9 | -1.4 | -0.6 | -7.0 | -0.7
Cc1ccc(C(C(=O)NCc2ccccc2)N(C(=O)c2ccccn2)c2ccccc2)o1 (centres undefined) | -0.7 | -27.5 | -4.6 | -0.5 | -0.8 | 24.1 | 6.5 | -0.5 | 4.6 | 1.6
Cc1ccc(S(=O)(=O)N2C[C@@H](C)[C@]3(C2)[C@H](O)[C@H](OC(=O)NC2CCCC2)C[C@H]2C(=O)N(c4ccccc4)C(=O)[C@H]23)cc1 | -2.2 | 0.4 | / | / | / | / | 3.8 | -0.6 | / | -2.1
CCn1cc(C(=O)NCC(OC)OC)c(=O)c2cc(S(=O)(=O)N3CCOCC3)ccc21 | 2.2 | 13.1 | 5.9 | 3.4 | -0.1 | 44.1 | -5.6 | -5.6 | -2.1 | 2.4
COC(=O)c1c(S(=O)(=O)NCc2ccccc2)sc(C(=O)O)c1C | 3.0 | 2.1 | -9.8 | -0.4 | 0.0 | -1.7 | 2.5 | 3.9 | -14.8 | -2.0
CCOc1ccccc1NC(=O)Cn1ncc2ccc([N+](=O)[O-])cc21 | 0.6 | 8.8 | -6.5 | 1.8 | -3.2 | 1.9 | 8.6 | i | 2.6 | 2.3
COc1ccc(C(CNC(=O)c2sccc2C)N2CCOCC2)cc1 (centres undefined) | 0.2 | 4.0 | 0.7 | -0.8 | / | / | 4.6 | 0.0 | -2.0 | -0.1
CCOC(=O)c1cc(-c2ccc(OC)cc2F)nc2c1c(C)nn2CCC#N | 12.4 | -9.1 | -32.1 | -2.1 | 3.5 | 17.3 | 19.0 | i | -15.2 | -0.5
COc1ccc(OC)c(N(CC(=O)NCc2cccnc2)S(C)(=O)=O)c1 | -3.2 | -17.3 | 5.6 | -2.9 | 1.5 | -12.8 | -0.6 | 3.9 | 10.2 | -0.4
CC(=O)N1CC2(c3ccccc3)CN(C(C)=O)CC(c3ccccc3)(C1)C2=O | 4.2 | -12.9 | -0.3 | 1.2 | -0.4 | 12.4 | 2.6 | i | 12.3 | /
CNC(=O)COC(=O)c1nc(-n2nc(C)cc2C)ccc1Cl | 5.5 | 0.5 | -5.5 | 0.2 | 2.5 | 21.9 | 1.9 | -0.2 | 0.0 | 1.5
COC(=O)c1cc(CN2CCN(c3ccccc3C)CC2)ccc1O | 3.5 | -3.3 | -20.5 | 0.2 | -7.3 | 4.7 | -15.5 | -0.2 | -3.0 | -1.9
Cc1c(N=O)c(-c2ccccc2)n(O)[n+]1[O-] | -7.6 | 4.5 | / | / | / | / | 16.0 | i | / | ?
CCCCC(=O)Nc1ccc(C(=O)NNC(=O)c2ccco2)cc1 | 1.8 | 3.1 | -9.4 | 1.5 | -6.4 | 31.6 | 4.6 | i | -3.0 | -2.2
CCOC(=O)c1sc(NC(=O)CSc2nccc(C)n2)c(C#N)c1C | 4.2 | 7.9 | -9.4 | 0.0 | -2.9 | 0.5 | -3.5 | i | -5.7 | -2.3

Nothing new here: 2 of the compounds above.
SMILES | Mtb FBA inh | MazF activator | SSB-PriA inh | UGM FP inh | SARS 3CLpro inh | DUSP3 inh | GDH-TPI inh | Vc quorum ag | Rv3671c inh | BioA inh
CCCCC(=O)Nc1ccc(C(=O)NNC(=O)c2ccco2)cc1 | 1.8 | 3.1 | -9.4 | 1.5 | -6.4 | 31.6 | 4.6 | i | -3.0 | -2.2
CCOC(=O)c1sc(NC(=O)CSc2nccc(C)n2)c(C#N)c1C | 4.2 | 7.9 | -9.4 | 0.0 | -2.9 | 0.5 | -3.5 | i | -5.7 | -2.3

Shown with values under each structure: 10 of the compounds above
Screens in order – Mtb FBA inh | MazF activator | SSB-PriA inh | UGM FP inh | SARS 3CLpro inh | DUSP3 inh | GDH-TPI inh | Vc quorum ag | Rv3671c inh | BioA inh
> Cc1ccc(S(=O)(=O)N2C[C@@H](C)[C@]3(C2)[C@H](O)[C@H](OC(=O)NC2CCCC2)C[C@H]2C(=O)N(c4ccccc4)C(=O)[C@H]23)cc1
→ -2.2 | 0.4 | / | / | / | / | 3.8 | -0.6 | / | -2.1
> CCn1cc(C(=O)NCC(OC)OC)c(=O)c2cc(S(=O)(=O)N3CCOCC3)ccc21
→ 2.2 | 13.1 | 5.9 | 3.4 | -0.1 | 44.1 | -5.6 | -5.6 | -2.1 | 2.4
> COC(=O)c1c(S(=O)(=O)NCc2ccccc2)sc(C(=O)O)c1C
→ 3.0 | 2.1 | -9.8 | -0.4 | 0.0 | -1.7 | 2.5 | 3.9 | -14.8 | -2.0
> CCOc1ccccc1NC(=O)Cn1ncc2ccc([N+](=O)[O-])cc21
→ 0.6 | 8.8 | -6.5 | 1.8 | -3.2 | 1.9 | 8.6 | i | 2.6 | 2.3
> COc1ccc(C(CNC(=O)c2sccc2C)N2CCOCC2)cc1 (centres undefined)
→ 0.2 | 4.0 | 0.7 | -0.8 | / | / | 4.6 | 0.0 | -2.0 | -0.1
> CCOC(=O)c1cc(-c2ccc(OC)cc2F)nc2c1c(C)nn2CCC#N
→ 12.4 | -9.1 | -32.1 | -2.1 | 3.5 | 17.3 | 19.0 | i | -15.2 | -0.5
> COc1ccc(OC)c(N(CC(=O)NCc2cccnc2)S(C)(=O)=O)c1
→ -3.2 | -17.3 | 5.6 | -2.9 | 1.5 | -12.8 | -0.6 | 3.9 | 10.2 | -0.4
> CC(=O)N1CC2(c3ccccc3)CN(C(C)=O)CC(c3ccccc3)(C1)C2=O
→ 4.2 | -12.9 | -0.3 | 1.2 | -0.4 | 12.4 | 2.6 | i | 12.3 | /
> CNC(=O)COC(=O)c1nc(-n2nc(C)cc2C)ccc1Cl
→ 5.5 | 0.5 | -5.5 | 0.2 | 2.5 | 21.9 | 1.9 | -0.2 | 0.0 | 1.5
> COC(=O)c1cc(CN2CCN(c3ccccc3C)CC2)ccc1O
→ 3.5 | -3.3 | -20.5 | 0.2 | -7.3 | 4.7 | -15.5 | -0.2 | -3.0 | -1.9

(list continues)
SMILES | Mtb FBA inh | MazF activator | SSB-PriA inh | UGM FP inh | SARS 3CLpro inh | DUSP3 inh | GDH-TPI inh | Vc quorum ag | Rv3671c inh | BioA inh
CC(=O)Nc1nc(C)nc(-c2ccccc2)c1C(C)=O | 3.0 | 6.4 | 10.8 | -2.4 | -6.2 | -3.4 | -2.0 | / | 2.1 | -2.4
COc1cc(NC(=O)CCN2CCN(CCO)CC2)cc(OC)c1 | 1.3 | -0.7 | 1.6 | -1.4 | 4.3 | 8.8 | -4.6 | -0.8 | 2.8 | -2.1
CCOc1ccc(N2CC(C(=O)Nc3cccc(S(=O)(=O)N4CCCC4)c3)CC2=O)cc1 (centres undefined) | 2.5 | -0.3 | -14.5 | 1.0 | / | / | 2.4 | -2.0 | -2.9 | /
CSc1cccc(NC(=O)c2ccc(Cl)nc2)c1 | 3.1 | 6.2 | -7.4 | -1.2 | 6.0 | 27.3 | -1.3 | -0.2 | -11.7 | 4.5
COc1ccc(C)cc1S(=O)(=O)N(C)CC(N)=O | 9.8 | 3.4 | -5.3 | -0.7 | -3.0 | 2.6 | -2.2 | i | -7.0 | -0.3
COc1cc(C)c(S(=O)(=O)NC2CC(C)(C)NC(C)(C)C2)cc1C | 4.0 | -1.4 | -4.7 | -1.6 | 7.2 | 29.1 | 5.8 | -0.4 | 4.6 | -1.2
CCCCCN(C(=O)CCC(=O)OCc1cc(C(C)=O)ccc1OC)c1c(N)n(CCCC)c(=O)[nH]c1=O | -0.5 | 1.7 | -13.9 | -1.3 | / | / | -8.6 | i | -2.4 | /
Cc1cc(NC(=O)Cc2cccs2)nn1CC(=O)NCc1ccco1 | 4.2 | 4.8 | -4.1 | 1.7 | 0.6 | -12.0 | -0.7 | -0.4 | 3.2 | 0.1
O=C1CCCN1CCC1CCN(C(=S)Nc2ccc(F)cc2)CC1 | 2.6 | -3.9 | -3.6 | -0.8 | -1.1 | -1.3 | 1.6 | / | -2.3 | 1.3
Cc1nc2ccccn2c1C(=O)N/N=C/c1cc(C)n(-c2ccc(Cl)cc2)c1C | 4.8 | 6.0 | / | 2.2 | 0.1 | 8.7 | 36.4* | 0.9 | 0.9 | -1.6
O=C(NN=C1CCCCCCC1)C(=O)NC1CCCCC1 | 0.6 | 39.8 | -11.6 | -1.9 | 4.0 | 24.5 | -1.2 | i | -4.1 | 0.1
CCc1ccc2nc(N(CCN(C)C)C(=O)c3ccc4ccccc4c3)sc2c1 | 0.1 | 2.0 | 21.1&30.0 | 0.0 | -1.3 | 21.1 | -3.0 | -0.3 | 2.6 | -1.2

Screening data (PubChem BioAssay)
